# 3CLpro inhibitor: SARS-CoV 3CLpro protease inhibition; P0C6X7; recombinant SARS-CoV 3CLpro, quenched FRET peptide cleavage; inhibition, % at 6 µM; actives 0.14% (n = 290,000); AID 1706; in the data active = inhibition above about 12%
# TcdB GH inh: TcdB glycohydrolase inhibition; actives 0.24% (n = 350,000); inhibition, % at 9.99 µM; TcdB glycohydrolase enzymatic assay, plate reader; in the data active = inhibition above about 10%
# SSB-PriA inh: blocks PriA binding to SSB C-terminal tail | inhibition, % at 33 µM | actives 0.6% (n = 430,000) | AID 1272365 | AlphaScreen SSBct-PriA binding, biotinylated peptide; in the data active = inhibition mostly above about 37%, no sharp cut-off; inactive = mostly below about 20%;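 note: plate controls were negative control peptide for no effect and reference peptide for full effect; strong numbers were not always called active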
# Vc quorum ag: induces V. cholerae light production without autoinducers | V. cholerae BH1578 lux reporter, luminescence, 6 h | activation, % at 18.7 µM | actives 0.16% (n = 350,000) | AID 588436; in the data active = activation mostly above about 9.7%, no sharp cut-off; note: not every result past the cut was called active; inactives centre near 0; reference of the scale not given here
# CCHFV vOTU inh: CCHFV vOTU protease inhibition; actives 0.55% (n = 370,000); inhibition, % at 11.5 µM; Pep-AMC fluorescence; AID 651958; in the data active = inhibition above about 30%; note: 0% = vehicle wells with enzyme and 100% = no enzyme wells
# Y pestis TopoI: Y. pestis Topo-I inhibition via cleavage products. activity, % at 10 µM. actives 0.064% (n = 360,000). Y. pestis Topo-I cleavage product accumulation, plate reader; in the data active = activity above about 50%, passing the limit was not always enough; note: inactives centre near 2
# Rv3671c protease: inhibits the M. tuberculosis serine protease Rv3671c; inhibition, % at 5.96 µM; P9WHR9; actives 0.048% (n = 320,000); AID 2606; in the data active = inhibition above about 38%;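 note: extracellular domain of Rv3671c used as enzyme; 0% = enzyme with DMSO and 100% = no enzyme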
# Target sequence (P9WHR9 whole entry, looked up, the tested form may be a part): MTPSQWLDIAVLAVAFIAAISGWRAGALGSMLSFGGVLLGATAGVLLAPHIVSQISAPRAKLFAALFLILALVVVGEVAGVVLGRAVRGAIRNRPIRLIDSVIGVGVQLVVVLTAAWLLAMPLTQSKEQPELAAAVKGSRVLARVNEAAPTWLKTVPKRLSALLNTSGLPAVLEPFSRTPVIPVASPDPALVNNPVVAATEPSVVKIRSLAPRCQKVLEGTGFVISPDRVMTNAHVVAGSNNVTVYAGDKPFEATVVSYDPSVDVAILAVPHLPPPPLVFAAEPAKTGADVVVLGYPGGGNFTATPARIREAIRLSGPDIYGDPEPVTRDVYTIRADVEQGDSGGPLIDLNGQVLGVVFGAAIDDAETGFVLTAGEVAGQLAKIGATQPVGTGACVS
# DUSP3 inh: inhibitors of human VHR1 phosphatase (DUSP3); P51452; recombinant VHR phosphatase, pNPP absorbance; inhibition, % at 13.3 µM; actives 0.52% (n = 290,000); AID 1654; in the data active = inhibition above about 50%; note: some compounds called inactive have numbers as strong as hits
# Target sequence (P51452 whole entry, looked up): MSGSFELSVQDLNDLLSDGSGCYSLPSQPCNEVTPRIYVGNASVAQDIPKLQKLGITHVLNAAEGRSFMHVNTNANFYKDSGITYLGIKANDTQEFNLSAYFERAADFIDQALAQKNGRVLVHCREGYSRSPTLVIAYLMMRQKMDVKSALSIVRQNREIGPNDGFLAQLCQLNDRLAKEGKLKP
# MazF activator: activators of E. coli MazEF toxin-antitoxin RNase; P0AE70; FAM/BHQ RNA-DNA oligo cleavage fluorescence, 5 h; activation, % at 20 µM; actives 0.32% (n = 350,000); AID 504720; in the data active = activation above about 50%
# Target sequence (P0AE70 whole entry, looked up): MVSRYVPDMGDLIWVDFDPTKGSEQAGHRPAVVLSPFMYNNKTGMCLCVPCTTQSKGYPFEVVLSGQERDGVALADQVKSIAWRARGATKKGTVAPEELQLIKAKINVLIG
# PrPC surface inh: inhibitors of human cell surface prion protein PrPC; P04156; TR-FRET read-out; inhibition, % at 13.8 µM; actives 0.43% (n = 370,000); in the data active = inhibition above about 24%; note: 0% = median of the test wells and 100% = reference compound wells
# * = called active by the depositor; i = inactive; nt = not tested or not shown; & = joins results of further samples. An excerpt, so the mix of outcomes need not match the whole.
SMILES,3CLpro inhibitor,TcdB GH inh,SSB-PriA inh,Vc quorum ag,CCHFV vOTU inh,Y pestis TopoI,Rv3671c protease,DUSP3 inh,MazF activator,PrPC surface inh
O=[N+]([O-])c1ccc(N=Cc2c(O)ccc3ccccc23)cc1,1,0.4,-14,i,-6,5,5,4,10,10
Cc1nn(-c2ccccc2)c2c1CC1(C(=O)N(C)C(=O)N(C)C1=O)C1CCCCN21 (stereo unspecified),1,nt,6,8.0,13,12,-1,10,6,-2
Cc1ccccc1C(=O)NC1CC2CCCC(C1)N2CC(C)C (stereo unspecified),nt,-0.9,nt,i,-4,-7,nt,nt,9,-7
CC(=O)Nc1cccc(NC(=O)Cc2nc(-c3ccccc3)sc2-c2ccc(C)cc2)c1,7,0.2,7,i,7,-7,-64,1,14,2
Cc1c(NC(=O)CSc2nc3ccccc3n2C)c(=O)n(-c2ccccc2)n1C,-1,nt,-3,0.7,-3,-10,7,22,4,-4
C/C(=N\NC(=O)c1ccncc1)C12CC3CC(CC(C3)C1)C2,3,nt,nt,-0.3,-9,-1,6,8,0,-6
CC1=CC(C)(C)N2C(=O)C3(C(C#N)=C(N)OC4=C3C(=O)CC(C)(C)C4)c3c(C)c(C)cc1c32 (stereo unspecified),1,-3.4,2,i,4,-8,1,-10,-9,-6
O=C(c1cc(Br)c(Br)s1)N1CCc2ccccc2C1,nt,2.5,-11,1.3,-3,44,-13,nt,-4,-4
CCn1nc(C(=O)NNC(=O)c2ccccc2)c2ccccc2c1=O,nt,-3.4,5,-0.8,-4,2,-1,nt,-4,-15
Cc1cc(C)c(NC(=O)CNC(=O)c2cc([N+](=O)[O-])ccc2N2CCOCC2)c(C)c1,nt,-0.4,-7,-0.7,6,1,-7,nt,8,-17
Clc1ccc(CCNc2ncnc3nc[nH]c23)cc1,-6,1.3,2&-9,8.3,9,-9,1,12,6,21
N#CCCN(C(=O)COc1ccc(Cl)cc1Cl)c1ccccc1,-1,-1.3,-10,-0.5,-4,-7,-8,-8,-1,3
O=C1N=C(N2CCc3ccccc3C2)S/C1=C\c1ccc(O)cc1,-4,1.5,4,-0.6,11,18,-11,20,-2,-13
Nc1sc(-c2ccccc2)c(Cc2ccccc2)c1C(=O)O,3,0.1,-10,i,1,-5,7,-17,1,-2
CCOc1ccc(NC(=O)CCNC(=O)Cn2cnc3ccccc3c2=O)cc1,7,0.5,-20,-0.3,17,8,-3,19,2,2
CC(C)[C@@H](C(=O)NC1CCN(Cc2ccccc2)CC1)N1C(=O)N2CCc3c([nH]c4ccccc34)[C@@]2(C)C1=O,-3,0.9,26,-0.7,5,0,5,1,-3,-7
CCOC(=O)c1ccc(NC(=O)c2ccc(NC(=O)C3CCCO3)cc2)cc1 (stereo unspecified),1,0.4,-12,i,6,5,-6,7,2,1
O=C(N/N=C/c1cc(Br)c(O)c(Br)c1O)c1cccnc1,5,0.1,nt,1.6,18,-3,26,2,-1,1
COc1ccc(OC)c2c1cc(C(=O)N[C@@H](Cc1ccccc1)C(=O)O)n2C,1,0.7,-2,-2.0,4,5,nt,33,9,0
CCc1cccc(NC(=O)CN(c2ccc(OC)cc2)S(=O)(=O)c2c(C)n[nH]c2C)c1,1,nt,2,-5.3,2,26,2,25,2,-1

# Reprinted from the part before: 4 compounds; new compounds follow.
SMILES,3CLpro inhibitor,TcdB GH inh,SSB-PriA inh,Vc quorum ag,CCHFV vOTU inh,Y pestis TopoI,Rv3671c protease,DUSP3 inh,MazF activator,PrPC surface inh
CCOC(=O)c1ccc(NC(=O)c2ccc(NC(=O)C3CCCO3)cc2)cc1 (stereo unspecified),1,0.4,-12,i,6,5,-6,7,2,1
O=C(N/N=C/c1cc(Br)c(O)c(Br)c1O)c1cccnc1,5,0.1,nt,1.6,18,-3,26,2,-1,1
COc1ccc(OC)c2c1cc(C(=O)N[C@@H](Cc1ccccc1)C(=O)O)n2C,1,0.7,-2,-2.0,4,5,nt,33,9,0
CCc1cccc(NC(=O)CN(c2ccc(OC)cc2)S(=O)(=O)c2c(C)n[nH]c2C)c1,1,nt,2,-5.3,2,26,2,25,2,-1
COc1cccc(N2CCN(CC(=O)Nc3nc(C)c(C(=O)N(C)C)s3)CC2)c1,-4,-1.1,0,1.7,10,-1,3,9,10,-7
O=C(CCC(=O)Nc1cccnc1)Nc1cccnc1,nt,0.1,2,-0.6,-12,-1,5,nt,6,-4
CCC(C)NS(=O)(=O)c1ccc(OCC(=O)NCc2ccc(OC)cc2)cc1 (stereo unspecified),2,3.0,-7,i,-8,-2,5,17,6,-3
COc1ccc2c(ccn2S(=O)(=O)c2ccccc2)c1,-3,0.8,-43,-0.4,-5,3,-7,18,0,-4
CC1CC2(NC(=O)NC2=O)C(C)CN1C (stereo unspecified),-5,nt,-7,-2.4,-3,9,0,27,2,-5
CCc1ccc([C@@H]2C[C@H]3[C@@H](CN2S(=O)(=O)c2ccc(C)cc2)C(=O)C[C@@H](c2ccc(Cl)cc2)N3S(=O)(=O)c2ccccc2C)cc1,nt,1.7,nt,-0.6,10,4,nt,nt,-7,-4
CC(c1ccon1)N(C)C(=O)c1cccc(OC2CCN(S(C)(=O)=O)CC2)c1 (stereo unspecified),nt,2.3,nt,-0.6,-3,1,nt,nt,6,4
CC(C)OC(=O)c1ccc(N2C(=O)C3CC=CCC3C2=O)cc1 (stereo unspecified),-6,nt,-4,-0.6,-16,-10,2,-4,-4,-1
C#Cc1ccc([C@H]2C=C(C(=O)N3CCN(Cc4ccccc4)CC3)O[C@@H](OCC)[C@@H]2CCCO)cc1,1,0.2&-0.1,0,11,-1,23,-9,21,5,-1
CC(=O)N1CCN(c2ccc(NC(=O)c3ccco3)cc2Cl)CC1,-2,1.9,-16,-0.9,7,-2,-7,9,4,-7
Cc1cccc(NC(=O)C2COc3ccccc3O2)c1 (stereo unspecified),5,2.1,-8,i,8,-3,-3,-18,0,9
COc1ccc(CNS(=O)(=O)c2cc(-c3cc(C)no3)ccc2OC)cc1OC,-2,2.3,-15,-0.1,6,-3,-5,-32,0,2
O=C(CN1N=C(c2ccccc2)CCC1=O)NCCCN1CCc2ccccc2C1,0,nt,2,-1.4,7,7,-7,0,1,-4
Cc1cccc(NS(=O)(=O)Cc2ccccc2)n1,4,nt,-19,i,-12,-4,-3,18,13,-2
C=CCCC1(CC)C(=O)NC(=S)NC1=O,nt,0.0,-12,i,4,3,nt,nt,1,8
CCN1CCN(CCn2c(=S)[nH]c3ccccc3c2=O)CC1,-1,nt,0,4.5,12,8,0,31,3,-6
O=C(O)Cn1cc(/C=C2/NC(=O)N(c3ccc(Cl)cc3)C2=O)c2ccccc21,2,2.9,-10,1.1,3,5,1,24,-3,-5
CCCCC(=O)N(C)c1c(C)nc2ccc(C(=O)Nc3cccc(NS(C)(=O)=O)c3)cn12,nt,1.7,nt,-0.6,3,8,nt,nt,nt,4
CCOC(=O)N1CCN(c2nc(-c3ccccc3)c3ccccc3n2)CC1,0,nt,-16,0.3,nt,24,7,-7,7,nt
O=C(CC1SC2=NCCN2C1=O)Nc1ccc(Cl)cc1 (stereo unspecified),0,nt,-1,-5.9,-1,6,6,-11,-5,1

# Compounds listed so far that have a cyano group, in the order listed:
SMILES,3CLpro inhibitor,TcdB GH inh,SSB-PriA inh,Vc quorum ag,CCHFV vOTU inh,Y pestis TopoI,Rv3671c protease,DUSP3 inh,MazF activator,PrPC surface inh
CC1=CC(C)(C)N2C(=O)C3(C(C#N)=C(N)OC4=C3C(=O)CC(C)(C)C4)c3c(C)c(C)cc1c32 (stereo unspecified),1,-3.4,2,i,4,-8,1,-10,-9,-6
N#CCCN(C(=O)COc1ccc(Cl)cc1Cl)c1ccccc1,-1,-1.3,-10,-0.5,-4,-7,-8,-8,-1,3

# The list continues:
SMILES,3CLpro inhibitor,TcdB GH inh,SSB-PriA inh,Vc quorum ag,CCHFV vOTU inh,Y pestis TopoI,Rv3671c protease,DUSP3 inh,MazF activator,PrPC surface inh
CCN(C(=O)c1ccc2c(Cl)c3c(nc2c1)CCC3)c1ccc(C)c(C)c1,-3,0.2,-3,-0.1,14,4,-16,11,-13,5
Cc1cccc(NC(=O)CSCC(=O)N2CCN(c3cccc(C(F)(F)F)c3)CC2)c1,nt,-5.5,-1,0.4,14,16,-6,nt,2,5
CCOC(=O)c1[nH]c2cc3c(cc2c1CCCN1C(=O)c2ccccc2C1=O)OCCO3,0,nt,-8,i,7,-8,9,40,-10,2
Cc1ccc(S(=O)(=O)Nc2nc3ccccc3nc2NCC2CCCO2)c(C)c1 (stereo unspecified),3,0.2,-21,-0.9,-20,14,-1,2,3,-2
CCCSc1nc2c(cnn2-c2ccc(C)cc2)c(=O)[nH]1,2,-0.1,-13,-0.2,9,10,-13,3,-8,6
COc1ccccc1CC1CC(=O)N(c2cccc(Cl)c2C)C1=O (stereo unspecified),-3,0.7,-8,-1.8,-6,-7,-8,14,-3,1
COc1ccc(CC(=O)OCC(=O)Nc2ccc(C(=O)Nc3ccc(OC)cc3)cc2)cc1,-2,-1.9,-9,-0.3,13,-1,-10,22,6,-5
Cc1cnc(NC(=O)CSc2nnc(Cc3ccccc3)n2C)s1,-1,nt,-11,-0.2,-12,7,1,2,-2,-5
CCc1ccccc1NC(=O)CN(C)C(=O)CSc1nnc(Nc2cccc(C)c2C)s1,5,nt,4,-0.4,-1,37,-6,8,2,-3
COc1cc(C(=O)OCC(=O)NC2CCCC2)cc(NC(=O)c2ccco2)c1OC,1,nt,-6,-0.1,3,-1,9,36,3,-3
CCOC(=O)C1(C(F)(F)F)N=C(N(C)C)OC(N(C)C)=N1,3,nt,-13,-5.6,4,1,-5,4,2,3
Cc1noc(C)c1NC(=O)NC(c1ccccc1)c1ccccc1,3,-0.3,-2,0.0,-2,-1,-1,14,7,5
C=CCNC(=S)NCc1ccccc1,0,1.0,-8&-4,-0.2,-12,6,6,8,0,0
CC#CCOCC1CN(C)C(=O)O1 (stereo unspecified),nt,-0.6,nt,-3.3,-9,8,nt,nt,5,3
COC(=O)C1CCN(Cc2cc(=O)oc3cc(OC)ccc23)CC1,-4,nt,-2,i,-6,-5,-6,33,-8,-1
CC1(C(=O)Nc2cccc(C#N)c2)CCN1C(=O)c1ccccc1CCc1ccccc1 (stereo unspecified),nt,1.8,nt,0.4,3,38,nt,nt,nt,0
Cc1ccc(-c2noc(-c3cccs3)n2)cc1,-4,2.4,-122,i,0,8,5,8,-3,-6
COC(=O)[C@@H](c1ccccc1)C1CCCCN1 (stereo partly specified),nt,0.3,-14,-0.3,-2,-2,-14,nt,7,3
CCOc1cc(NC(=S)NCC2CCCO2)c(OCC)cc1NC(=O)c1ccccc1F (stereo unspecified),3,0.5,0,i,-8,0,7,18,8,-3
COc1ccc(Cc2nnc(CCc3ccccc3)s2)cc1,-3,1.1,-28,i,13,9,-4,1,-1,-1
Cc1ccc(NC(=O)C2CC(=O)N(c3ccc4c(c3)OCCO4)C2)nc1 (stereo unspecified),nt,0.8,-11,5.6,-5,-8,4,nt,3,-1
CCCc1cc(=O)[nH]c2nnc(SCC(=O)Nc3cccc(NC(C)=O)c3)n12,nt,2.8,-14&-6,i,3,2,7,nt,-4,-4
COc1ccc(CN2C(=O)c3ccccc3C2=O)cc1C(=O)N(C)CC(=O)Nc1c(C)cccc1C,nt,0.6,-4,i,4,18,15,nt,4,7
COC(=O)C(NC(C)=O)(Nc1nc2ccc(S(C)(=O)=O)cc2s1)C(F)(F)F (stereo unspecified),6,nt,-19,-0.3,4,4,-2,-10,4,3
COc1cc(CC(=O)Nc2nccs2)cc(OC)c1OC,-2,nt,-8,i,3,-2,-8,25,5,-5
CCOC(=O)c1c(C)[nH]c(C(=O)CSc2nccc(C)n2)c1C,0,1.1,-7,i,2,2,-2,-4,7,-3
Cc1ccccc1NC(=O)c1ccc(OCc2c(C)noc2C)cc1,nt,0.6,-2,-2.5,-1,2,1,nt,3,-2
O=C(c1ccc2nc(N3CCCCC3)sc2c1)N1CCN(c2ccccn2)CC1,nt,1.9,-5,-0.3,7,20,-1,-5,-3,-2
Cc1ccc(/C=N/c2sc3c(c2C#N)CCC3)o1,0,nt,nt,3.8,9,2,2,15,-2,4
COc1ccc(C(C)=O)cc1CC(C(=O)c1ccccc1)N(C)C (stereo unspecified),1,nt,10,3.8,1,5,-5,30,3,0
